GalR3 antagonist – antagonists of human GalR3 | HEK293 GalR3-CNG cAMP membrane potential fluorescence; galR3 body fused to GalR1 C-terminus | inhibition, % at 3 µM | 360,000 tested, 0.44% active;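 active = inhibition above the screen-wide average plus 3 SD, cut at about 13% in these data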;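 note: forskolin and galanin both at EC90 stimulate the cells; cAMP rise reported by CNG channel membrane potential dye signal; 0% = forskolin plus galanin with DMSO and 100% = forskolin alone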
VIM-2 inh – blocks Pseudomonas aeruginosa VIM-2 metallo-beta-lactamase; inhibition, % at 5.6 µM; AID 1527; 290,000 tested, 0.89% active; purified VIM-2, nitrocefin hydrolysis, epi-absorbance fluorescence;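 active = inhibition above the mean of all tested compounds plus 3 SD, cutoff set per screening run, cut at about 7.5% in these data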;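 note: red hydrolysis product quenches plate fluorescence so inhibitors raise well fluorescence; 0% = enzyme with DMSO and 100% = DMSO without enzyme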
FID counter – counter-screen for HCV NS3 helicase inhibitors: DNA intercalator displacement. DNA fluorescent intercalator displacement, fluorescence. inhibition, % at 7.9 µM. 290,000 tested, 0.17% active; in the data active = inhibition above about 37%;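 note: 0% = vehicle and 100% = reference compound; higher means more ethidium bromide displaced from hairpin DNA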
OXTR ag – human OXTR agonism. activation, % at 3 µM. CHO-OTR cells, Fluo-8 calcium fluorescence; normalized: DMSO 0%, oxytocin 100%. 320,000 tested, 0.32% active;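 active = activation above the mean of all tested compounds plus 3 SD, cutoff set per screening run, cut at about 20% in these data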;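 note: peak over basal fluorescence ratio from a 100 s FLIPR kinetic read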
Target sequence (P30559 whole entry, looked up): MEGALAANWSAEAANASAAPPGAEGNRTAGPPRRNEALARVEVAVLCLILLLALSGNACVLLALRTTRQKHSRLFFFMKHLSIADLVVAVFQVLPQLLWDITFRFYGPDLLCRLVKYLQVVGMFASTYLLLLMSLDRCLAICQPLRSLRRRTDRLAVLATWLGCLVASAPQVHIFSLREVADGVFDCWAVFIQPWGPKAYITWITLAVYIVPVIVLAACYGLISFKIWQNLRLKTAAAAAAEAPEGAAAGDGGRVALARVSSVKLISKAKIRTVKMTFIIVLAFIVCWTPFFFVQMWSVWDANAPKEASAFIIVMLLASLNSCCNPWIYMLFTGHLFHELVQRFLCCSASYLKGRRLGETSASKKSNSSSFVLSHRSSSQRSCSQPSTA
PHOSPHO1 block – blocks human PHOSPHO1 phosphatase activity; 290,000 tested, 1.1% active; recombinant PHOSPHO1, absorbance phosphatase assay; AID 1565; inhibition, % at 13.3 µM; Q8TCT1; in the data active = inhibition above about 60%
Target sequence (Q8TCT1 whole entry, looked up): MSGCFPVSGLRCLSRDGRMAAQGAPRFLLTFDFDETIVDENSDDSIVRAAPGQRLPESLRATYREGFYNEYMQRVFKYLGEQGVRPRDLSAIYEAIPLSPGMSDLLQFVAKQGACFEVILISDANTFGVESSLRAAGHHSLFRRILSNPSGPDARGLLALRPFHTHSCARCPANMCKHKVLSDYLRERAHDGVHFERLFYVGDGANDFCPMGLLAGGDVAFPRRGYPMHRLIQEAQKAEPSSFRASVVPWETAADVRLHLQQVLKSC
V1R ag counter – counter-screen for oxytocin receptor agonists: human V1a receptor agonists; 320,000 tested, 0.25% active; activation, % at 3 µM; P37288; AID 2797; CHO-V1R cells, Fluo-8 calcium fluorescence, agonist mode; 0% DMSO, 100% 3 nM vasopressin;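 active = activation above the mean activation of all tested compounds plus 3 SD, per screening run, cut at about 20% in these data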;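 note: signal is peak over basal fluorescence ratio across a 100 second FLIPR read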
Target sequence (P37288 whole entry, looked up): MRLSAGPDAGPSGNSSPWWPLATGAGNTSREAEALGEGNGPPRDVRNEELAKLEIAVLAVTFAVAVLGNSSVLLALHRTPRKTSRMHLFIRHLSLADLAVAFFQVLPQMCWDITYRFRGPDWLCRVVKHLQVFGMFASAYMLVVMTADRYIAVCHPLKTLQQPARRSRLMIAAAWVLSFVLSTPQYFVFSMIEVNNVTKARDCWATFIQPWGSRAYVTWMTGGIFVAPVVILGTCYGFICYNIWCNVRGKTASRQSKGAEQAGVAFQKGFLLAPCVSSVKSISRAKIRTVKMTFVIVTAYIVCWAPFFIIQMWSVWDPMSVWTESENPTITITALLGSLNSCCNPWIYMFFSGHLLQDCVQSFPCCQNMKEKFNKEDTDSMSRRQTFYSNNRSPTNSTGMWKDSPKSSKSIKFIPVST
GPR7 antagonist – blocks human GPR7 receptor signaling; GPR7-expressing cells, fluorescence antagonist assay; inhibition, % at 4.4 µM; 290,000 tested, 1.1% active; AID 1861; P48145; in the data active = inhibition above about 16%, passing the limit was not always enough;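 note: cells stimulated with the agonist NPW; 0% = agonist with vehicle and 100% = vehicle without agonist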
IMP-1 inhibitor – inhibitors of Pseudomonas aeruginosa IMP-1 metallo-beta-lactamase; inhibition, % at 5.6 µM; 290,000 tested, 0.45% active; purified IMP-1, nitrocefin hydrolysis, epi-absorbance fluorescence; AID 1556;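 active = inhibition above the mean plus 3 SD of all compounds in the same screening run, cut at about 4.5% in these data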;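 note: 0% = IMP-1 with DMSO and 100% = DMSO wells lacking enzyme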
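System: purified recombinant IMP-1 beta-lactamase. Medium: Zinc- and detergent-supplemented HEPES buffer, pH 7.1. Compound: one 5.6 µM dose […]. Schedule: 15 min preincubation plus 25 min reaction at 25 °C. Technique: Epi-absorbance fluorescence, 480 nm excitation, 530 nm emission.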
NS3 helicase inh – blocks Hepatitis C virus NS3 helicase unwinding; 290,000 tested, 0.56% active; AID 1800; inhibition, % at 10.9 µM; NS3 helicase DNA unwinding, Cy5 molecular beacon fluorescence;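 active = inhibition above the mean of all tested compounds plus 3 SD, set per campaign, cut at about 35% in these data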;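 note: 0% = DMSO wells and 100% = thioflavine S control wells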
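Measured by: Cy5 fluorescence, 0 and 60 min reads / Assay system: NS3 helicase fragment of HCV / Control set: low DMSO, high thioflavine S at 110 µM / Times: 1 h reaction at 25 °C, ATP-initiated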
* marks the source's active call; other numbers are inactive results; · = no result given. An unsorted share of the library, and some 4.3% of all compounds hit somewhere here.

SMILES	GalR3 antagonist	VIM-2 inh	FID counter	OXTR ag	PHOSPHO1 block	V1R ag counter	GPR7 antagonist	IMP-1 inhibitor	NS3 helicase inh
O=c1[nH]c2ccc(NCc3ccc(F)cc3)cc2[nH]1	-8.8	-2.3	-5.3	1.3	3.6	3.1	8.2	-5.1	19.8
O=C(COc1ccc(Br)cc1)NCCN1CCCC1	-4.1	0.1	1.2	-0.1	33.9	0.8	-8.6	-2.9	-7.4
COc1cccc(NC(=O)c2ccc(S(=O)(=O)N3CCCCC3)cc2)c1	-2.9	-0.5	-17.2	0.4	-10.0	2.6	-6.9	-1.2	-0.4
Cc1cc(C(=O)OCCO)c(C#N)c(N)n1	-3.5	-1.0	3.3	0.1	48.3	1.8	-6.7	-0.8	-1.6
Cc1cccc(Nc2nnc(SCC(=O)NC3CCCc4ccccc43)s2)c1C (stereo not given)	-6.4	0.3	-2.9	-1.6	15.8	-0.5	-6.0	-2.9	-17.9
CC(=O)NC1C(=O)N(CC(C)C)c2ccccc21 (stereo not given)	-4.5	-2.2	-3.6	2.0	2.7	0.1	1.0	-1.2	-7.9
COCCN1CCC(CNCc2cn(-c3cc(C)ccc3C)nc2-c2ccccc2)C1 (stereo not given)	-5.1	-6.1	34.6	0.3	28.8	-0.2	0.7	-3.6	-31.0
O=C(Nc1cccc(S(=O)(=O)NCc2ccco2)c1)c1cc(-c2ccc(F)cc2)nc2ccccc12	-3.1	1.8	-10.9	2.3	-2.8	5.1	-2.3	-2.2	-5.5
COc1ccc(Nc2nc(N)nc(CSC(=S)N3CCN(c4ccccc4)CC3)n2)cc1	1.2	-0.6	-2.2	-0.6	3.0	0.9	-7.5	-0.2	-89.4
CC(Sc1nnc2ccccn12)C(=O)Nc1ccc2c(c1)OCCO2 (stereo not given)	2.1	-2.1	0.3	0.4	4.7	0.0	-13.2	-3.0	1.6
Cc1cccc(-n2ncc(C#N)c2N)c1	5.2	-2.8	1.7	-0.6	-1.4	-0.3	5.5	-1.8	1.4
Cc1ccccc1CN(c1ccc(C(=O)Nc2cccnc2)cc1)S(C)(=O)=O	-3.5	-1.6	-21.4	6.4	21.6	4.9	9.2	2.6	13.8
Cc1c(CN(C)C)c2c(n1Cc1ccccc1)C(=O)c1ccccc1-2	-12.5	-2.9	24.4	5.7	15.5	5.2	-3.6	-3.9	-21.8
CCCC/S(C)=N/S(=O)(=O)c1ccc(C)cc1 (stereo not given)	2.4	-6.8	-3.1	-0.1	-1.5	0.4	-6.6	-1.3	-6.2
O=S(=O)(NC1CC1)c1ccc(S(=O)(=O)N2CCCc3ccccc32)cc1	-4.1	-2.5	-16.5	8.9	-4.2	6.7	22.0*	-3.7	-4.6
CS(=O)(=O)Nc1ccc(C(=O)NC2CC3CCC2C3)cc1 (stereo not given)	-1.2	-0.6	-3.0	0.6	21.7	0.8	3.3	-1.2	-2.0
C=CCn1c(SCCN2CCOCC2)nc2c1c(=O)[nH]c(=O)n2C	-0.2	-1.4	3.3	1.2	32.6	1.6	-11.8	-3.3	0.9
O=C(Nc1ccccc1F)N(Cc1ccc(F)cc1)Cc1nc2ccccc2c(=O)[nH]1	-3.5	-2.8	-0.6	0.5	39.7	-0.4	-1.2	1.0	-3.4
CC(C)C(=O)Nc1ccc(-c2nc3ncccc3o2)cc1	-4.1	-1.1	-12.5	0.6	13.8	0.7	-9.8	-1.1	-1.0
Cn1c(-c2cccc([N+](=O)[O-])c2)cnc1NCc1cccc(F)c1	-10.3	-2.6	7.9	-1.7	35.7	-0.1	3.4	-4.7	3.6
CCC(=O)Nc1ccc2c(c1)nc(CCN1CCN(c3ccccn3)CC1)n2C	-2.2	-1.9	-22.1	·	31.6	·	-18.0	-2.6	-8.3
Fc1ccc(OCCOCCNCC2CCCO2)cc1 (stereo not given)	-3.0	-0.7	-2.1	0.3	-12.8	0.9	-10.2	-5.1	2.9
CCOc1ccc(CNC(=O)CCn2c(=O)oc3ccccc32)cc1	-2.8	-2.6	-4.0	-0.3	-1.6	-0.1	-4.8	-3.0	-5.1
CCOc1c2ccc(C(=O)NCc3ccc(C)cc3)cc2nn1CCOC	-9.7	-0.5	-14.7	0.1	38.2	0.1	-12.0	-1.8	-0.1
CC(C)(C)c1ccc(C(CC(=O)O)NC(=O)Cc2ccc(Cl)cc2)cc1 (stereo not given)	-6.9	-3.6	-28.1	0.2	20.3	0.1	5.1	-2.6	3.3
CCOC(=O)c1cc2c(nc1N)CC(C)(C)OC2	4.5	-1.6	-5.0	0.3	-4.4	0.4	1.5	-1.8	-1.4
O=C(CSc1nnc(CNC(=O)c2c(F)cccc2Cl)o1)Nc1ccc2c(c1)OCCO2	-0.8	-3.2	-4.5	-1.6	7.8	0.3	-3.1	-0.7	0.8
COc1ccc(NC2CC(=O)N(C)C2=O)cc1 (stereo not given)	-4.9	-1.2	-3.6	1.0	-22.1	0.8	-2.4	-2.5	-14.6
COc1cccc(-c2csc(NC(=O)Oc3ccccc3)n2)c1	-8.2	0.5	-1.0	-0.3	26.1	-0.3	-1.2	-1.4	-5.5
Cc1cc(C)nc(SCC(=O)N/N=C/c2cccs2)n1	-2.4	-1.8	-2.8	-0.1	14.0	1.2	0.8	-4.0	-19.4
Nc1cc(N)nc(SCC(=O)NCc2ccco2)n1	-5.7	-4.3	-5.8	0.7	-109.6	0.7	-10.4	-2.0	7.8
COc1ccc(S(=O)(=O)NC(C)C)cc1C(=O)NC1CCCCC1	-0.5	-3.6	-18.6	-1.1	18.9	0.1	-2.1	-3.1	-3.9
CCN(CC)CCOC(=O)c1ccc(NC(=O)C(C)NC(=O)C23CC4CC(CC(C4)C2)C3)cc1 (stereo not given)	-10.5	-5.4	6.6	1.8	-5.1	1.9	-0.4	-1.9	-14.8
Cc1nc(C)c2c(=O)cc(-c3ccccc3)[nH]c2n1	-8.2	-1.4	0.3	0.5	-26.6	-0.5	-9.2	-0.3	4.9
CN(/N=C/c1ccncc1)C1=NS(=O)(=O)c2ccccc21	-1.9	9.9*	0.4	0.1	45.8	-0.2	-11.7	-2.6	-3.5
Nc1ncnc2c1ncn2CCc1ccccc1	-9.8	2.4	-2.5	1.4	15.9	1.0	-6.3	-0.5	3.6
CCOCCCNC(=S)N(CCCN(C)C)Cc1cc2cc3c(cc2[nH]c1=O)OCCO3	-0.3	-1.3	-5.9	0.5	·	0.9	-3.3	-1.1	-9.5
CC(CCc1ccccc1)NC(=O)/C=C/c1ccccc1 (stereo not given)	-6.0	1.2	-17.2	-2.6	63.9*	-1.5	12.1	-2.0	-8.4
CCn1cc(S(=O)(=O)Nc2nc3ccc(OC)cc3s2)cn1	-2.1	-3.3	-5.3	0.2	14.5	0.8	-1.4	-1.4	1.0
CCCC(C)C(=O)Nc1ccccc1C(=O)OCC (stereo not given)	0.7	-3.2	0.6	-0.3	17.1	-0.8	-4.3	-0.8	-0.8

Copied from the list:
GPR7 antagonist with `Cc1cccc(Nc2nnc(SCC(=O)NC3CCCc4ccccc43)s2)c1C` (stereo not given) : -6.0
NS3 helicase inh with `CS(=O)(=O)Nc1ccc(C(=O)NC2CC3CCC2C3)cc1` (stereo not given) : -2.0

The list continues.
SMILES	GalR3 antagonist	VIM-2 inh	FID counter	OXTR ag	PHOSPHO1 block	V1R ag counter	GPR7 antagonist	IMP-1 inhibitor	NS3 helicase inh
Cc1cc(C)n(CC(O)COc2ccc(F)cc2)n1 (stereo not given)	-9.6	-1.7	-8.8	1.7	11.4	0.1	12.9	-3.9	-2.0
CCCn1c(C2CC(=O)N(c3ccc(C)cc3)C2)nc2ccccc21 (stereo not given)	0.1	-2.9	-36.2	2.3	25.4	0.4	1.6	-5.9	5.0
Cn1cnc(S(=O)(=O)Nc2ccccc2N2CCOCC2)c1	-5.0	-1.4	-3.4	2.1	16.2	-1.1	-9.0	-4.1	1.3
CN(Cc1cccc(F)c1)C(=O)c1ccccc1Sc1ccccc1C#N	-1.7	-0.8	-40.7	0.4	33.4	1.8	12.6	-1.6	0.6
CCn1c(N2CCN(S(=O)(=O)c3ccc(Cl)cc3)CC2)nc2ccccc21	-3.6	1.5	-18.5	7.5	-3.0	8.9	2.6	-1.1	-16.9
c1ccc(OCCCn2nnc(-c3ccncc3)n2)cc1	-7.0	-1.4	-1.5	2.2	18.2	1.0	-5.3	-1.8	-5.0
CC1(C)CC(=O)C2=C(C1)OC(N)=C(C#N)C2c1ccccc1 (stereo not given)	-6.0	1.0	-4.3	0.0	-1.5	-0.4	11.0	-2.5	0.3
O=C(CSc1nc2cc(C(F)(F)F)ccc2n1Cc1ccccc1)NC1CCS(=O)(=O)C1 (stereo not given)	-10.6	0.6	-29.3	-0.5	-18.2	0.6	-2.4	-5.8	0.6
N#Cc1nc(-c2cccs2)oc1NCCCN1CCOCC1	-1.6	-0.2	-2.6	0.4	-14.0	0.7	-13.3	-2.3	-0.1
CCOc1cc(/C=N/O)ccc1OCc1ccc(F)cc1	-0.3	0.1	-9.0	-1.8	-9.0	0.1	-12.5	-3.3	-5.1

In a second layout: entries from further up
SMILES,GalR3 antagonist,VIM-2 inh,FID counter,OXTR ag,PHOSPHO1 block,V1R ag counter,GPR7 antagonist,IMP-1 inhibitor,NS3 helicase inh
Cc1cc(C(=O)OCCO)c(C#N)c(N)n1,-3.5,-1.0,3.3,0.1,48.3,1.8,-6.7,-0.8,-1.6
COc1ccc(NC2CC(=O)N(C)C2=O)cc1 (stereo not given),-4.9,-1.2,-3.6,1.0,-22.1,0.8,-2.4,-2.5,-14.6
O=C(Nc1cccc(S(=O)(=O)NCc2ccco2)c1)c1cc(-c2ccc(F)cc2)nc2ccccc12,-3.1,1.8,-10.9,2.3,-2.8,5.1,-2.3,-2.2,-5.5
CCn1cc(S(=O)(=O)Nc2nc3ccc(OC)cc3s2)cn1,-2.1,-3.3,-5.3,0.2,14.5,0.8,-1.4,-1.4,1.0
CCOc1c2ccc(C(=O)NCc3ccc(C)cc3)cc2nn1CCOC,-9.7,-0.5,-14.7,0.1,38.2,0.1,-12.0,-1.8,-0.1
Cc1c(CN(C)C)c2c(n1Cc1ccccc1)C(=O)c1ccccc1-2,-12.5,-2.9,24.4,5.7,15.5,5.2,-3.6,-3.9,-21.8

Continuation:
SMILES	GalR3 antagonist	VIM-2 inh	FID counter	OXTR ag	PHOSPHO1 block	V1R ag counter	GPR7 antagonist	IMP-1 inhibitor	NS3 helicase inh
CCOC(=O)C1(CC2CC2)CCN(Cc2cc(Cl)c(O)c(OC)c2)CC1	-4.2	0.6	4.3	0.1	38.7	0.3	0.1	-2.5	2.4
O=C(Nc1ccc2oc(-c3ccccc3F)nc2c1)c1ccco1	2.5	-0.4	-7.0	1.3	-13.7	1.4	0.5	-1.5	-2.2
Cc1nn2c(-c3ccc(Cl)cc3)ccnc2c1-c1ccccc1	-6.8	-0.1	0.6	·	19.3	·	1.3	-4.1	-3.3
Cc1ccc(NC(=O)CN2C(=O)NC3(CCCC3)C2=O)c(Cl)c1	2.0	-1.5	-4.1	-0.8	27.9	-0.5	9.3	-3.1	12.1
Cc1cc(C)cc(NC(=O)CSc2nnc(-c3cc(C)[nH]n3)n2N)c1	0.9	-0.2	-17.5	-0.3	17.4	0.5	-5.9	-0.2	-8.8
NC(=S)NNc1cccc2cccnc12	2.9	18.1*	9.2	0.5	28.8	-0.3	-4.1	-2.6	-17.7
